# High-throughput results as filed in PubChem.
# MsrA act: activates bovine MsrA enzyme; purified bovine MsrA, absorbance read-out; activation, % at 10.6 µM; hit rate 0.3% among 360,000; in the data active = activation above about 7.5%;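 also: 0% = vehicle and 100% = reference activator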
# FAS-TE inh: blocks the thioesterase domain of human fatty acid synthase; recombinant FAS-TE, OMFH fluorogenic substrate, fluorescence endpoint; inhibition, % at 15 µM; hit rate 0.67% among 360,000; AID 602261;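 active = compounds whose normalised, plate-corrected inhibition of enzyme fluorescence in the single-dose primary screen is 50% or more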;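 also: 0% = DMSO with enzyme and 100% = substrate without enzyme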
# Tb MetRS inh: blocks T. brucei methionyl-tRNA synthetase activity | purified T. brucei MetRS, ATP depletion, Kinase-Glo luminescence | inhibition, % at 11.9 µM | hit rate 0.4% among 360,000 | AID 624268;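 active = inhibition above a per-plate cutoff of the control wells' mean inhibition plus 3 SD, cut at about 5.5% in these data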;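 also: 0% = DMSO wells median and 100% = median of wells with control inhibitor compound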
#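 Dosing: 11.9 µM single point; system: parasite MetRS enzyme; technique: luminescence of leftover ATP; times: 15 min enzyme-compound preincubation, 2 h reaction, 10 min detection, 25 °C; replicates: each compound tested once; read-out basis: percent inhibition relative to median high and low control wells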
# MsrA inh: inhibits bovine methionine sulfoxide reductase A; inhibition, % at 15.5 µM; purified bovine MsrA, absorbance read-out; hit rate 0.75% among 360,000; in the data active = inhibition above about 4.5%;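 also: 0% = vehicle wells with enzyme and 100% = reference inhibitor wells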
# CSN deneddyl inh: CSN deneddylation inhibition; inhibition, % at 12.5 µM; Purified CSN, SCF-Nedd8-OG deneddylation, fluorescence polarization; hit rate 0.38% among 360,000;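 active = pattern-corrected inhibition above about 35%, with an unprinted fluorescence ratio check between 0.5 and 1.5, limit read from the data, passing the limit was not always enough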;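 also: 0% = enzyme with substrate and 100% = substrate without enzyme; some results filed as inactive read as strong as hits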
# Target sequence (Q92905 whole entry, looked up, one chain of several): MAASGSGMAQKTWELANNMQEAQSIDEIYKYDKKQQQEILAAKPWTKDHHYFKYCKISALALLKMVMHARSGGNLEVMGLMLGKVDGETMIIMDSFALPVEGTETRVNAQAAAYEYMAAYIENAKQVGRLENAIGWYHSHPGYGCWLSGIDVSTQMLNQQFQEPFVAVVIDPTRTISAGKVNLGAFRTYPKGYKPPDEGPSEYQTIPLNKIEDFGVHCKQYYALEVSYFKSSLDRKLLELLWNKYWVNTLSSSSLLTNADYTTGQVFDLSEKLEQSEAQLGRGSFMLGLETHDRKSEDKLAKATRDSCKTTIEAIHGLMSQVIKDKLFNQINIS
#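 Test system: purified human Csn5 enzyme expressed in HEK293T cells. Amount: 0.24 nM enzyme. Reagent: SCFSkp2-Nedd8OG substrate at 10 nM final. Schedule: 90 min incubation of compound, enzyme and substrate at room temperature. Detection: fluorescence polarization. Read-out: % inhibition of substrate cleavage by Csn5.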
# E coli Lon inh: E. coli protease La inhibition | P0A9M0 | purified E. coli Lon protease, fluorescence polarization | inhibition, % at 7.94 µM | hit rate 0.42% among 360,000; in the data active = inhibition above about 13%, passing the limit was not always enough;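 also: 0% = enzyme with probe and DMSO and 100% = no enzyme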
# PABP1 MLLE inh: inhibitors of microRNA-mediated deadenylation, human PABP1 MLLE binding | GST-MLLE / FITC-PAM2 fluorescence polarization | inhibition, % at 20 µM | hit rate 0.36% among 360,000 | AID 588489; in the data active = inhibition above about 35%, passing the limit was not always enough;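 also: plate controls were DMSO wells with GST-MLLE for no effect and wells lacking GST-MLLE protein for full effect; some results filed as inactive read as strong as hits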
# Target sequence (P11940 whole entry, looked up): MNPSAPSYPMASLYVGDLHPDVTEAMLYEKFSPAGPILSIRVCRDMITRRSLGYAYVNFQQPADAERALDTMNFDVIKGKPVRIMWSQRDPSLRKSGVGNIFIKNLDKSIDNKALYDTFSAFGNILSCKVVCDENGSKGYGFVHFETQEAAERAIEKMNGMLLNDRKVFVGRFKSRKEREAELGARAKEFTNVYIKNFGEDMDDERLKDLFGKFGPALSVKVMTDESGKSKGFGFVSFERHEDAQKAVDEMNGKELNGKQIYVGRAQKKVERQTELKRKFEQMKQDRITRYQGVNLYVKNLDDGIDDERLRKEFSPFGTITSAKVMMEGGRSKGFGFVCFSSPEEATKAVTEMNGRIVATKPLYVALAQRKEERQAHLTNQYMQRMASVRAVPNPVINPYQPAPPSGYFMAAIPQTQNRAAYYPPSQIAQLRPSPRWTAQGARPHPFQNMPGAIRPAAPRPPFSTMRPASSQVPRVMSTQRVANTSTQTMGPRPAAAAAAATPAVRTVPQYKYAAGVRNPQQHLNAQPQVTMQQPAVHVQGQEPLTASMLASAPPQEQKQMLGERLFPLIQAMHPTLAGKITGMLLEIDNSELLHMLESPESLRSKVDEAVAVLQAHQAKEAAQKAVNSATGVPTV
# Rin1 Abl inh: blocks binding of human Rin1 to Abl; TR-FRET Rin1/Abl binding, biochemical; hit rate 0.4% among 360,000; P00519+Q13671; AID 588664; inhibition, % at 7.35 µM; in the data active = inhibition above about 5%, passing the limit was not always enough
# Neddylation inh: cullin neddylation inhibition | AID 651699 | P61081+Q13564 | calls only at 25 µM | TR-FRET cullin neddylation, biochemical | hit rate 0.58% among 360,000; in the data active = inhibition above about 36%
# Active calls of the source: *; i = inactive; . = not tested or not shown; + = active, no number.
SMILES,MsrA act,FAS-TE inh,Tb MetRS inh,MsrA inh,CSN deneddyl inh,E coli Lon inh,PABP1 MLLE inh,Rin1 Abl inh,Neddylation inh
Cc1ccccc1OCC1CN(CN2CCOCC2)C(=O)O1 (stereo not drawn),-1,-5,0.1,-0.8,-2,3,-7,0,i
CCOc1ccc(NS(=O)(=O)c2ccc3c(c2)CCN3C(=O)C2CCC2)cc1,-1,23,-1.3,-0.9,3,-8,5,-2,i
CC1(C)CC(NC(=O)COc2ccc3c4c(c(=O)oc3c2)CCCC4)CC(C)(C)N1,1,-4,-0.1,0.0,3,-7,-18,-1,+
CCOc1ccc(/C=N/N2C(=O)C(CC(=O)Nc3ccc(F)cc3F)SC2=NC)cc1OC (stereo not drawn),-3,-10,-0.1,0.8,-6,-1,-10,3,i
CCC(=O)N1N=C(c2ccc(NS(=O)(=O)CC)cc2)CC1c1ccc(C)cc1 (stereo not drawn),-3,4,-0.2,0.1,0,-10,10,2,.
COc1ccc(NC2=NCC(=O)N2c2ccccc2)c(OC)c1,-7,-11,-0.6,0.5,-1,-13,5,3,i
COC(=O)CN(C)C(=O)c1ccccc1OC1CCN(S(C)(=O)=O)CC1,-4,-6,0.1,-0.4,2,-4,-1,1,i
CCc1nc2ccc(C(=O)NCc3ccc4c(c3)OCO4)cn2c1N(C)Cc1ccc(OC)cc1,-4,15,-0.3,2.3,1,-7,-10,5,i
CCOC(=O)c1c(C)oc2c1c(C=NCC1CCCO1)c(O)c1ccccc12 (stereo not drawn),-7,1,-0.4,0.8,1,29,-15,1,i
COc1c(Cl)cnn(-c2cccc(C)c2)c1=O,0,-3,-0.2,-1.1,-3,12,4,-2,i
CC(CC(=O)Nc1cccc(S(=O)(=O)N2CCCCC2)c1)c1ccccc1 (stereo not drawn),-3,13,0.1,-0.8,-3,-8,-60,2,i
CCCN(Cc1cc2ccc(C)cc2[nH]c1=O)C(=O)c1ccccn1,-13,-2,-1.9,0.6,-6,-18,-6,-3,i
CN(C(=O)c1cc(-c2ccccc2)on1)C1CCCCC1,-2,3,0.4,-1.1,-4,-1,2,2,i
COc1nnc(-c2ccc(N3CCOCC3)c(NC(=O)c3ccccc3)c2)c2ccccc12,-2,16,0.6,2.0,-1,-9,0,-3,i
N#Cc1ccc(-c2nnnn2-c2ccc3c(c2)OCO3)cc1,0,-5,0.3,-1.0,-2,1,2,-1,i
COCCn1cnc2c1c(=O)n(CC(=O)O)c(=O)n2Cc1ccccc1,-3,-7,0.2,-0.4,2,-2,4,-1,i
O=C(OCC(=O)N1CCCCC1)c1n[nH]c(=O)c2ccccc12,-4,-4,-0.1,-1.5,3,-5,9,1,i
Cn1nc([N+](=O)[O-])c(C(C#N)c2ccccn2)c(Cl)c1=O (stereo not drawn),2,14,-0.5,1.3,4,17*,2,-1,i
CCOC(=O)CCn1nnc(N)n1,-4,-7,0.0,-0.2,-1,-4,-11,6,i
COc1cccc(-c2ccc3c(c2)N(Cc2cccc(F)c2)C(=O)C(C)S3)c1 (stereo not drawn),-6,28,-0.4,2.6,-2,4,9,-2,i
COc1ccc(C2CCc3cc4c(cc3C2=NO)OCO4)cc1OC (stereo not drawn),-7,-4,-0.4,-0.8,-2,-3,-4,0,i
COc1ccc(NS(=O)(=O)c2cc(NC(=O)CNC(=O)c3cccc(OC)c3)ccc2C)cc1,-5,6,-0.2,-0.3,-4,-7,9,0,i
CCCN(CCC)S(=O)(=O)c1ccc(C(=O)N2CCN(C)CC2)cc1,-6,-6,-1.0,-1.6,-2,-1,-7,-1,i
COc1ccc(C2CCCN2CC(O)COc2ccccc2C(C)C)cc1 (stereo not drawn),2,10,-0.9,-1.6,0,2,-23,0,i
Cc1ccc(S(=O)(=O)N2CCN(Cc3ccccc3C(F)(F)F)CC2)cc1,-12,2,-1.0,0.4,2,5,-9,-1,i

# Arranged by the number under MsrA inh (rising): 4 of the compounds above
compound	MsrA act	Tb MetRS inh	MsrA inh	CSN deneddyl inh	E coli Lon inh	PABP1 MLLE inh	Rin1 Abl inh	Neddylation inh
O=C(OCC(=O)N1CCCCC1)c1n[nH]c(=O)c2ccccc12	-4	-0.1	-1.5	3	-5	9	1	i
CN(C(=O)c1cc(-c2ccccc2)on1)C1CCCCC1	-2	0.4	-1.1	-4	-1	2	2	i
N#Cc1ccc(-c2nnnn2-c2ccc3c(c2)OCO3)cc1	0	0.3	-1.0	-2	1	2	-1	i
CCCN(Cc1cc2ccc(C)cc2[nH]c1=O)C(=O)c1ccccn1	-13	-1.9	0.6	-6	-18	-6	-3	i

# Next section
SMILES,MsrA act,FAS-TE inh,Tb MetRS inh,MsrA inh,CSN deneddyl inh,E coli Lon inh,PABP1 MLLE inh,Rin1 Abl inh,Neddylation inh
O=C(NNc1c(F)c(F)cc(F)c1F)c1ccco1,-3,-3,-0.3,-0.8,-5,-7,14,1,i
O=C(CSc1ncnc2sccc12)N1CCCCC1,-1,-7,-0.1,1.8,-2,0,4,-2,i
Cc1cc(=O)cc(C)[nH]1,-1,-3,-0.3,0.5,0,-4,-5,4,i
CC(Sc1nnc(Cc2ccc3c(c2)OCO3)o1)C(N)=O (stereo not drawn),-11,-5,1.6,-0.7,-4,-3,-8,2,i
Cn1cnnc1SCCC(=O)Nc1ccccc1,-13,-7,-1.3,-0.4,9,3,-33,3,i
O=C(Cn1c(=O)[nH]c2sc3c(c2c1=O)CCCC3)NCC1CCCO1 (stereo not drawn),-11,-5,-1.0,0.5,-1,5,-7,5,i
COc1ccc(CCC(C)NC2C3CC4CC(C3)CC2C4)cc1 (stereo not drawn),-9,-6,-0.9,1.2,-1,-11,-1,-3,i
CC(=O)Nc1nc(NCc2ccccc2Cl)n(-c2ccccc2)n1,-2,-8,-0.7,0.0,3,5,-3,2,i
c1ccc(CC[C@@H]2CC[C@@H](CCc3ccccc3)N2)cc1,-1,-9,-0.2,0.2,43*,-7,25,1,i
CN1CCC(N(C)C(=O)c2ccc(Cl)c(S(=O)(=O)N3CCc4ccccc43)c2)CC1,-9,1,0.0,1.2,-1,5,17,5,i
Nn1c(COc2ccccc2)nnc1SC(F)F,-3,-13,0.0,1.4,-2,-6,-4,0,i
COC(=O)/C=C1\NC(=O)C(C)S1 (stereo not drawn),-3,1,0.2,-0.3,-3,1,-3,-1,i
O=C(NCc1nnc2c3ccccc3c(-c3ccccc3)nn12)c1ccc(Cl)cc1,-5,27,-0.2,0.1,0,-2,3,1,i
CCC1CCCCN1C(=O)c1cc(COc2ccc(-n3cncn3)cc2)on1 (stereo not drawn),-3,-4,0.9,1.5,6,-17,0,3,i
Cc1nc(N2CCN(C(=O)c3ccc(Cl)cc3)CC2)c(C#N)c2c1COC(C)(C)C2,0,-23,-0.6,0.4,-2,-10,4,0,+
COc1ccc(Cl)cc1NC(=O)COC(=O)CCCC1=NS(=O)(=O)c2ccccc2N1,1,3,-0.3,-0.9,-1,-6,12,3,i
CSc1nccc(-c2cc(Cl)sc2Cl)n1,-2,16,-0.7,0.1,3,-7,7,-3,i
CCOc1ccc(NCc2cccn2-c2nnc(N3CCC(C(=O)NCCCN4CCCCC4CC)CC3)s2)cc1 (stereo not drawn),1,-4,0.2,-1.4,1,1,-30,-1,i
Nc1nc(/C=C/c2cccnc2)nc(-c2ccccc2O)n1,-6,-1,-0.8,-0.4,3,-10,-8,3,i
CN(CCOc1ccccc1)CC(O)COCc1ccccc1F (stereo not drawn),-4,-2,-0.4,0.7,-7,-2,1,4,i
COc1cccc(-c2ccc(NC(=O)C3CCCN(Cc4cnc(N(C)C)s4)C3)cc2)c1 (stereo not drawn),-2,5,0.0,1.4,-1,0,-11,1,i
COc1ccc(C2(C)NC(=O)N(CC(=O)Nc3ccc(Br)cc3F)C2=O)cc1OC (stereo not drawn),-2,0,-0.1,-0.2,2,0,-8,2,i
Cc1ccc(NC(=O)CSc2nc(=O)n(CCN(C)C)c3c2CCCC3)cc1Cl,-7,-12,-0.7,2.0,3,11,6,1,i
CCOC(=O)Cc1csc(NS(=O)(=O)c2cc(Cl)ccc2Cl)n1,-4,-6,-1.8,0.4,6,-11,-21,0,i
O=C(OCCCc1cc2ccccc2c(=O)o1)c1ccc2c(c1)OCO2,-11,10,-0.4,0.9,3,-10,-9,1,i
# The list continues.
SMILES,MsrA act,FAS-TE inh,Tb MetRS inh,MsrA inh,CSN deneddyl inh,E coli Lon inh,PABP1 MLLE inh,Rin1 Abl inh,Neddylation inh
CC(C)[C@H](NC(=O)N1c2ccccc2NC(=O)[C@@H]1C(C)C)C(=O)N[C@@H](C(=O)O)c1ccccc1,0,-2,1.2,-1.3,-4,-7,3,-2,i
COc1cccc(NC(=O)CC2C(=O)NC3CCCCC3N2C(=O)c2ccccc2)c1 (stereo not drawn),-2,-4,-0.2,-0.6,4,1,2,-4,i
COC(=O)c1ccc(C2c3c(n[nH]c3C)C(=O)N2c2ccc(C)cc2)cc1 (stereo not drawn),0,5,0.3,-1.8,-7,1,0,0,i
Cc1ccc(C(O)c2ncc(-c3ccccc3F)[nH]2)c(C)c1 (stereo not drawn),-1,-2,-0.5,0.6,1,3,8,-6,i
Cc1cccc2cc(CN(Cc3cccs3)C(c3nnnn3C3CCCC3)C(C)C)c(=O)[nH]c12 (stereo not drawn),-4,-3,-1.2,-1.0,1,3,-9,-2,i
CCOC(=O)[C@@H]1[C@H]2COc3cc(OC)ccc3[C@@H]2N2C(=O)N(c3ccc(C(F)(F)F)cc3)C(=O)[C@]12C,-1,29,-0.1,-0.2,0,2,-3,1,i
CCn1c2ccccc2c2cc(/C=N/NC(=O)c3ccncc3)ccc21,-3,4,-0.5,0.5,-7,2,-12,-3,.
CC(Oc1ccc2c3c(c(=O)oc2c1)CCCC3)C(=O)NCc1ccccn1 (stereo not drawn),-8,-6,-0.4,1.4,3,12,-6,0,.
CC1(c2ccc(OC(F)F)cc2)NC(=O)N(CC(=O)NC2CCCCC2)C1=O (stereo not drawn),0,1,0.0,0.2,2,-3,-5,2,i
CC(C)n1nnc(-c2ccc(OCc3ccccc3F)cc2)n1,-2,21,-0.4,1.2,-1,-5,-67,1,i
CCOC(=O)C(C)/C(C)=N/NC(=O)CCC(=O)Nc1cc(C)ccc1C (stereo not drawn),0,-5,-0.7,0.3,-4,9,-4,-2,i
CC(C)NC(=O)N(Cc1ccccc1)Cc1cccs1,-4,-5,-1.5,-0.4,1,10,12,-3,i
COCCSc1nnc(NC(=O)CS(=O)(=O)c2ccccc2)s1,-2,-2,0.3,0.9,0,-5,7,1,i
Cc1ccccc1C(C)NS(=O)(=O)c1ccc2c(c1)OCCO2 (stereo not drawn),-4,3,-0.2,-0.6,-1,5,6,2,i
O=C(N/N=C/c1cccs1)C1CC(=O)N(c2ccccc2)C1 (stereo not drawn),-2,-6,-0.1,0.7,-1,0,-6,0,i
Cc1ccccc1N=Cc1c(O)n(-c2nccs2)c(=O)c2ccccc12,-4,16,0.7,0.1,-6,1,3,-7,i
O=C(CNC1CCCCC1)Nc1cccc(C(F)(F)F)c1,-3,-3,-0.6,0.1,0,-13,-8,-2,i
NC(=O)c1ccc(NC(=O)CSc2nnc(C3CCCCC3)n2N)cc1,-5,-4,-0.8,-0.3,0,-6,-11,2,i
CC1(c2ccc3c(c2)OCCCO3)NC(=O)N(CC(=O)NCCc2ccccc2)C1=O (stereo not drawn),-3,-6,-0.1,0.5,1,-10,10,1,i
CC(C)CC(=O)NNC(=O)C(C)C,-4,-14,0.2,0.0,0,2,4,0,i

# This is a random part of the collection. Share with any hit: about 4%.
